High-throughput results from PubChem BioAssay.
hERG WT inh = blocks the wildtype human KCNH2 potassium channel; U2OS, BacMam KCNH2, thallium flux FluxOr; hits give low values; activity change, % at 1.84 µM; 340,000 compounds, 0.37% hits; AID 720551; Q12809;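 active = maximum activity change below -70%; inconclusive = maximum activity change between -70% and -50%; inactive = maximum activity change above -50%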; note: % is set by controls: 0 for no effect and ±100 for the full control effect
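U2OS cells transduced with wild-type KCNH2 virus are loaded with FluxOr dye for 45 min, and thallium flux is measured in kinetic reads before and after stimulation buffer. Rate constants are normalized to DMSO controls.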
TSHR antagonist = antagonists of human thyroid stimulating hormone receptor; TSHR-expressing cells, TSH-stimulated cAMP HTRF, 2 h; hits give low values; P16473; 330,000 compounds, 0.2% hits; activity change, negative = inhibition, % at 11.5 µM;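 active = activity change below a set negative limit, meaning inhibition stronger than a set level, cut at about -70% in these data; inconclusive = activity change between two set negative limits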; note: % is set by controls: 0 for no effect and ±100 for the full control effect
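Inhibition of cAMP made by TSHR-expressing cells under TSH stimulation (4nM final, EC80; 2 h, 37 deg C) is quantified with a one-step lysis HTRF kit, anti-cAMP cryptate versus cAMP-d2.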
AT treatment = candidate therapy for ataxia-telangiectasia; […] A-T fibroblasts, KAP-1 phosphorylation AlphaLISA; neocarzinostatin DNA damage 30 min before lysis; 320,000 compounds, 0.19% hits; Potency, µM (top dose mostly 57.5 µM), without a hit: top-dose activation, actives largely listed as activators; note: potency is the fitted concentration of half-maximal effect; % of control where 0% means no effect; nearly all actives have a fitted effect of over 45% in size
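hTERT-immortalized A-T patient fibroblasts ([…]), 500 cells/well in OPTI-MEM, 1% FBS, got compounds for 60 min, then NCS for 30 min at 37C. Lysates were then assayed for phospho-KAP-1 by AlphaLISA (anti-pKAP1 donor, anti-KAP1 acceptor beads), 6 hr at 25C.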
Chronic BCR inh = blocks chronic active B-cell receptor signaling | 340,000 compounds, 0.05% hits | ABC-DLBCL IkBa-CBG/CBR reporter, luminescence ratio, 4 h | Potency, µM (highest dose often 46.1 µM), without a hit: top-dose ratio change, negative = lower green/red ratio, most hits filed as inhibitors | AID 493014; active = well fitted inhibition curve with a large enough effect in the signal ratio, with a control signal flat, not every such curve was filed as active; inconclusive = small, poorly fitted or top-dose-only effect, or effect the other way, or a change in a side signal; the % refers to the signal ratio;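 note: potency is the fitted concentration of half-maximal effect; plate controls were basal doxycycline-induced cells for no effect and cells given 10 µM MG132 for full effect; MG132 reads +100%, hits lower the ratio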
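Concentration-response series (up to 46 uM) were applied to TMD8 dual-reporter cells for 4 h at 37C with doxycycline. Green/red ratio, after filter-overlap correction, defined %Activity; red signal alone was normalised to basal cells and zero luminescence.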
TCR activator = T cell receptor activation | primary human leukocytes, anti-CD3, IL-2 HTRF, 48 h | AID 504894 | Potency, µM (doses to about 9.22 µM), for the others: at the highest dose activation of IL-2 secretion, hits mostly activators | 330,000 tested, under 10 active; note: % of control where 0% means no effect
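48 hr co-incubation of compounds, a-CD3 beads and primary human leukocytes; IL-2 quantified homogeneously by HTRF with anti-IL-2 K and d2 conjugates.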
CXXC DNA block = inhibitors of human MLL CXXC domain-DNA interaction. Q03164. MLL-CXXC / FITC-HOXA9 DNA fluorescence polarization. Potency, µM (titrated, usually from 115 µM), inactives show at the highest dose activity change, negative = inhibition, hits mostly inhibitors. 290,000 compounds, 0.037% hits. AID 2662; active = well fitted inhibition curve with a large enough effect in the polarisation, with a control signal flat, not every such curve was filed as active; inconclusive = small, poorly fitted or top-dose-only effect, or effect the other way, or a change in a side signal; inactive = no such curve, though single readings can be large or run the other way; the % refers to the polarisation; note: potency is the fitted concentration of half-maximal effect
Target sequence (Q03164 whole entry, looked up, the tested form may be a part): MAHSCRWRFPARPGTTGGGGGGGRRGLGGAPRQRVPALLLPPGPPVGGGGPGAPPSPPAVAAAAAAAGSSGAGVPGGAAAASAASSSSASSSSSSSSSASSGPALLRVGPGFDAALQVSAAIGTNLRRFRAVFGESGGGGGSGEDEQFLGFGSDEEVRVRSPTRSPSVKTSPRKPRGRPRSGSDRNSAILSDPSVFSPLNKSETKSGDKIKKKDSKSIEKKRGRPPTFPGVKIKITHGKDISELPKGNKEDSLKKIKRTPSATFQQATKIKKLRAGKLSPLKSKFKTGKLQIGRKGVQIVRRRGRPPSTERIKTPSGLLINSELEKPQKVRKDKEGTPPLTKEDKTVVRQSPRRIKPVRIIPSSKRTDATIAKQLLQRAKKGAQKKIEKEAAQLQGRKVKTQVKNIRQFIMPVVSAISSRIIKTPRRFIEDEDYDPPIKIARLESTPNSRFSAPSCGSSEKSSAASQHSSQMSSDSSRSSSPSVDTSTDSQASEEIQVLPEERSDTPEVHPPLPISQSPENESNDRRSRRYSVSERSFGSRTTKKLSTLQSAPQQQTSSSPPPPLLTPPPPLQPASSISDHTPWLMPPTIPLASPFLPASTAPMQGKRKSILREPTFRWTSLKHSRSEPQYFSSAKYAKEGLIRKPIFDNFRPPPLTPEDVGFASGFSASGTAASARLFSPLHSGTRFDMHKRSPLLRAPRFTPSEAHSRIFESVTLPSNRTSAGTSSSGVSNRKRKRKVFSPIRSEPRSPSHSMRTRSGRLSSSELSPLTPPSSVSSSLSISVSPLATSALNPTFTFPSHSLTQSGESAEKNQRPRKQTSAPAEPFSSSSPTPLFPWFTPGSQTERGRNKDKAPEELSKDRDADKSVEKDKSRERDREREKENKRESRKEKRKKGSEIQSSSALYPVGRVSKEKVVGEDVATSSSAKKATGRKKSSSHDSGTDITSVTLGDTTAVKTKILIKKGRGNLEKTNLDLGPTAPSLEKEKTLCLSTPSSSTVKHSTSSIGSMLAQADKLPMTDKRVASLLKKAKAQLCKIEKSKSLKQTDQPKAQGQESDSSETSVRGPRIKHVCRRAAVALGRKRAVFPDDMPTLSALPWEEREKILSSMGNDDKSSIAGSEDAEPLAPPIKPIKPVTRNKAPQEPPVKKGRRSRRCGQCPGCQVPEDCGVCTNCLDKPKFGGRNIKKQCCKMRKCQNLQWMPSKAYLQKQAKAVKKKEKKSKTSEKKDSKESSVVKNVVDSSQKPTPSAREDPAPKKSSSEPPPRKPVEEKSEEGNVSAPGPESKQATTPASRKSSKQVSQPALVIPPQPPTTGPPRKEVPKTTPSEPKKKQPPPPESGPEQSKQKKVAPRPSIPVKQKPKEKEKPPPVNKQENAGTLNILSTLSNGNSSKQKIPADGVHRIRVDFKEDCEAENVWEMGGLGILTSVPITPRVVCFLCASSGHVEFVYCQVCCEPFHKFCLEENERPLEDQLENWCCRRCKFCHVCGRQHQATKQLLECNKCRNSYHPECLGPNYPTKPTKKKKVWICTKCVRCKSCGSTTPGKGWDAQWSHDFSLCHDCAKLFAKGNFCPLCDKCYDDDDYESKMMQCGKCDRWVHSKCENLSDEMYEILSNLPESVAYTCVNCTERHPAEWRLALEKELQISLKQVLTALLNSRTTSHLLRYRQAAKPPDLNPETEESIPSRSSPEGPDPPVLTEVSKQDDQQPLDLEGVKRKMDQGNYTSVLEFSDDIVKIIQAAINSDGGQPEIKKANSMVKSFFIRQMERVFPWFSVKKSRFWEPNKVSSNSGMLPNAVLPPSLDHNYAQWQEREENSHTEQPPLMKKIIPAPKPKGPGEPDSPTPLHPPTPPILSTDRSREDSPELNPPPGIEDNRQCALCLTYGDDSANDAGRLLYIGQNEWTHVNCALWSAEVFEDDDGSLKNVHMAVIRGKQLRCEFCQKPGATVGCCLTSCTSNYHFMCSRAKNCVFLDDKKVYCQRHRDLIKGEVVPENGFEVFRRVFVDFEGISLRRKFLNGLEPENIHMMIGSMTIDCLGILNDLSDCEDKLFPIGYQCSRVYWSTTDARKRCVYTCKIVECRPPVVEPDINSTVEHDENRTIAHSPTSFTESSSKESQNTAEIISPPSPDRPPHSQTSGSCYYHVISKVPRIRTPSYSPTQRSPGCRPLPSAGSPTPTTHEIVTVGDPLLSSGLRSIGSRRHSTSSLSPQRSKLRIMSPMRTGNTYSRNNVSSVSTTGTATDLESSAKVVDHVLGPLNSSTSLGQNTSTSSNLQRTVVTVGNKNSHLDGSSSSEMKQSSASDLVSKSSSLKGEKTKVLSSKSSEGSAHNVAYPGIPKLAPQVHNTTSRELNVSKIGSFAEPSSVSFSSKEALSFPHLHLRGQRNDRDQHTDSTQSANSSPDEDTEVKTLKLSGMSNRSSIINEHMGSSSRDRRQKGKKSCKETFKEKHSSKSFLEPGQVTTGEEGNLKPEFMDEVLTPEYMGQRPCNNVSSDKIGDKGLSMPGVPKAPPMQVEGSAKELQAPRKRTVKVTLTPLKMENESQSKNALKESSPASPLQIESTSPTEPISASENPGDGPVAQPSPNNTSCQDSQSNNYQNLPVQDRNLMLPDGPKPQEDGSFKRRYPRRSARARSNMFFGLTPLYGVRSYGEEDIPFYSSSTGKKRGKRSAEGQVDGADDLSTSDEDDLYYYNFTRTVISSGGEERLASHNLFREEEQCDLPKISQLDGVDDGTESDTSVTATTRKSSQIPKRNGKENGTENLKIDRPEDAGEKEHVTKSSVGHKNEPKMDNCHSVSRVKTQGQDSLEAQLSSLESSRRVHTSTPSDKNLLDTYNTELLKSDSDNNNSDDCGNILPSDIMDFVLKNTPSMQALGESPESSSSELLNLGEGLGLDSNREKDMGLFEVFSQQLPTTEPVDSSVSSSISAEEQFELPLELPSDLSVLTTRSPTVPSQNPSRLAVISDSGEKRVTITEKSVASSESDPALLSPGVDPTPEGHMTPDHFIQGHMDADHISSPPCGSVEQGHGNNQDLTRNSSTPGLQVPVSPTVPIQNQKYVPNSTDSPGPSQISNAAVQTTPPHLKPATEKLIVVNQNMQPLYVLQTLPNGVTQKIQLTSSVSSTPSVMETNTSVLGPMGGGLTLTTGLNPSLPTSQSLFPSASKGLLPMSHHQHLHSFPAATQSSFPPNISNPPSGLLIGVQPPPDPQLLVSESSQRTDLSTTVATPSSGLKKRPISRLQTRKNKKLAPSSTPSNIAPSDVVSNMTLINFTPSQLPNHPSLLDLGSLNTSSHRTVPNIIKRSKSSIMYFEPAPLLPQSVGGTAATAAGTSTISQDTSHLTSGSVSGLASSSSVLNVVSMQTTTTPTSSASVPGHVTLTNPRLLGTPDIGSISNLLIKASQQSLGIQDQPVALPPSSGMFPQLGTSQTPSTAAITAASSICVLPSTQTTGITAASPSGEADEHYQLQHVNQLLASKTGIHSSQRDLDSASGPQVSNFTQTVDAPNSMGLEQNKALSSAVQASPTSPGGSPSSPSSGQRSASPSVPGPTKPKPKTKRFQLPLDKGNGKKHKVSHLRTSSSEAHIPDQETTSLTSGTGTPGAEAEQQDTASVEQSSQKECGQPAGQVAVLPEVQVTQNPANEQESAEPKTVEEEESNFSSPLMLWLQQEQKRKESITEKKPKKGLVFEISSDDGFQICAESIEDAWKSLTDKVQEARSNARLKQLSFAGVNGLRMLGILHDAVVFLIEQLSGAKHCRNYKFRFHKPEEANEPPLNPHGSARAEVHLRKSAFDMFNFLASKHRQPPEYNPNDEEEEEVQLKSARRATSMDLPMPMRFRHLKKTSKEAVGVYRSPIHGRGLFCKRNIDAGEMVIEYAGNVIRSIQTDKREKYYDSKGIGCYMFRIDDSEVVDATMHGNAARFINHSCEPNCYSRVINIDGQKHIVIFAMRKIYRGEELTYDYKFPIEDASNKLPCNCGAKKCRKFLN
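Steps: dispense CXXC domain solution (7 uM) → pin compounds or unlabeled HOX-A9 DNA control → 5 min ambient → add FLSN-HOX-A9 solution (50 nM) → spin → 30 min ambient → fluorescence polarization. Tris pH 7.5/NaCl/DTT/BSA buffer.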
Tb PFK block = blocks T. brucei phosphofructokinase; O15648; T. brucei PFK, ADP-Glo luminescence; Potency, µM (highest dose often 57.5 µM), for the others: at the top dose activity, negative = inhibition, most hits filed as inhibitors; 330,000 compounds, 0.17% hits;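 note: potency is the fitted concentration of half-maximal effect; 0% = uninhibited 1x PFK enzyme wells and -100% = no-enzyme wells; nearly all actives have a fitted effect of over 60% in size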
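1.25 nM PFK with 0.5 mM F6P and 0.1 mM ATP in 0.1 M TEA pH 8.0, 5 mM MgCl2, incubated 45 min at room temperature; ADP measured by ADP-Glo luminescence; compounds titrated up to 57 uM.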
GALK inh = galactokinase (human) inhibition. P51570. Purified GALK, Kinase-Glo residual ATP luminescence. Potency, µM (titrated, usually from 57.5 µM), for the others: at the top dose activity change, negative = inhibition, actives largely listed as inhibitors. 270,000 compounds, 0.007% hits; note: potency is the fitted concentration of half-maximal effect; % is set by controls: 0 for no effect and ±100 for the full control effect
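Kinase-Glo Plus luminescence measured ATP left after a 1 h room-temperature reaction. The reaction used 5 nM GALK, 100 uM galactose and 35 uM ATP at pH 8.0 (20 mM HEPES, 5 mM MgCl2, 60 mM NaCl, 1 mM DTT, 0.01% BSA).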
Coupling enz = coupling enzyme interference in Giardia aldolase counter-screen; AID 2472; activity change, negative = inhibition, % at 58.2 µM, hits read low; coupling enzyme system counterscreen, AmpLite Red fluorescence; 290,000 compounds, 0.67% hits; in the data active = activity change below about -30%; note: % is set by controls: 0 for no effect and ±100 for the full control effect
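Activity here indicates interference with the coupling reaction, not aldolase inhibition. Compounds at 57.5 uM final met coupling enzymes for 10 min at RT; substrate and AmpLite Red detection followed, with a 525/598 nm fluorescence read after 20 min.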
Giardia kill = kills Giardia lamblia; 340,000 compounds, 0.15% hits; AID 540267; activity change, % at 7.66 µM, hits read low; Giardia lamblia trophozoite viability; in the data active = activity change below about -80%; inconclusive = between about -30% and that limit;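 note: parasites exposed to compound for two days anaerobically before the ATP read; % is set by controls: 0 for no effect and ±100 for the full control effect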
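Luminescent ATP signal served as the viability read-out, measured 15-30 min after adding ATP detection reagent to trophozoites that had been incubated with compounds for 48 hrs at 37 deg C anaerobically at 100 cells/well.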
* = called active by the depositor; ? = inconclusive; / = not tested or not shown; [ ] = remark or other dose. Unless noted, calls come from the whole dose curve; as a rule, active = well fitted curve in the direction sought with a large enough effect; inconclusive = small, poorly fitted or top-dose-only effect, or another doubt; inactive = no such curve, though single readings can be large; an effect the other way counts as inactive or inconclusive.

SMILES	hERG WT inh	TSHR antagonist	AT treatment	Chronic BCR inh	TCR activator	CXXC DNA block	Tb PFK block	GALK inh	Coupling enz	Giardia kill
O=C(NCc1ccccc1C(F)(F)F)c1cccc2c1C(=O)c1ccc(N3CCOCC3)cc1S2(=O)=O	2	-1	4%	?	1%	/	1%	/	/	?
CCOc1cc(-c2cc(-c3ccc(C)cc3)nc(N)c2C#N)ccc1O	-2	8	-3%	-13%	0%	2%	-5%	0%	1	1
CC(C)(C)C(=O)N1CCN(c2nc3ccc(Cl)cc3s2)CC1	4	-24	7%	?	4%	12%	1%	4%	2	-8
Cc1cc(C(=O)OCC(=O)N(C)c2c(N)n(Cc3ccccc3)c(=O)[nH]c2=O)c(C)n1-c1ccccc1	-4	5	-3%	-1%	-14%	/	-8%	/	/	-11
O=C(O)CCCC(=O)NNC(=O)c1cccc(Br)c1	6	-2	1%	6%	-9%	-29%	4%	9%	1	8
CCOc1ccc(C(=O)CN2C(=O)NC3(CCCCCC3)C2=O)cc1	-5	6	7%	0%	-1%	/	0%	/	/	-14
CCc1cc2ccc(OC)cc2nc1SCC(=O)Nc1cc(C)on1	-3	38	-22%	6%	-9%	16%	0%	3%	-1	-14
CC(C)(C)NC(=O)COC(=O)c1ccccc1NC(=O)c1ccco1	0	-4	9%	?	1%	-3%	-10%	-1%	1	-4
O=C(CN1CCN(C(=O)c2cccc(S(=O)(=O)N3CCCC3)c2)CC1)Nc1ccc(F)cc1	-18	-3	0%	0%	2%	/	-1%	/	/	3
COc1ccc(Nc2cc(C)nc3ncnn23)cc1Cl	-2	11	2%	-26%	/	-8%	3%	-1%	4	-10
CCOC(=O)c1ccc2c(c1)N(CC#N)C(=O)C(C)(C)O2	-6	2	3%	0%	-4%	-3%	-5%	2%	3	9
O=c1[nH]c(C(Cl)Cl)nc2sc3c(c12)CCN(Cc1ccccc1)C3	-22	-7	3%	?	6%[46.1 µM]	28%	?	2%	0	19
CCOC(=O)c1cccc(OCC(O)CNCCOc2ccccc2F)c1 (stereo not given)	25	-106*	0%	-1%	1%	0%	-3%	0%	3	7
O=C(OCC(=O)N1CCOCC1)c1ccc[nH]c1=O	-3	4	-1%	-1%	-3%	4%	-2%	12%	1	-8
O=C(Cc1ccc(F)cc1)Nc1cccc2cccnc12	5	4	-3%	?	0%[46.1 µM]	6%	3%	-2%	2	-12
CCN1C(=O)/C(=C2\SC(=S)N(NC(=O)c3ccccc3O)C2=O)c2ccccc21	-8	0	-7%	?	8%	13%	3%	-1%	-4	30
CC1CCN(C(=O)c2ccc(-c3ccccc3Cl)o2)CC1	-5	-13	5%	?	-4%	/	0%	/	/	-25
COc1ccc([N+](=O)[O-])cc1NC(=O)C(C)OC(=O)C1CCCC1 (stereo not given)	13	45	-6%	0%	-1%	6%	-2%	7%	/	-20
O=C(COC(=O)c1ccccc1)Nc1ncc([N+](=O)[O-])s1	-4	-26	-16%	?	11%[46.1 µM]	/	-12%	/	/	?
Cc1cc(Cl)ccc1OCCCC(=O)N/N=C/c1cccc([N+](=O)[O-])c1	-5	-10	-2%	-5%	2%[46.1 µM]	-12%	1%	-2%	-36*	-18
Cc1ccc(C(=O)Nc2ccccc2Oc2ccccc2)cc1[N+](=O)[O-]	7	-17	13%	17%	0%	-3%	-3%	0%	-1	1
COc1cccc(CN(C)C(=O)/C=C/c2ccc(S(=O)(=O)N3CCCCCC3)cc2)c1	-12	2	-1%	-3%	1%	2%	10%	-6%	/	-23
CCNc1oc(-c2ccc(OC)cc2)nc1S(=O)(=O)c1ccc(Br)cc1	?	-20	7%	-10%	-26%	4%	1%	-3%	-4	-8
COc1ccccc1-c1oc2ccccc2c1-c1ccc2cc[nH]c2c1	-41	-3	32%	?	-2%	/	12%	/	/	2
CC(C)n1nc(C(=O)NCCCN2CCCC2=O)c2ccccc2c1=O	-5	1	-9%	3%	4%	16%	-1%	-4%	/	-13
O=C(Nc1cccc(Cl)c1)N1CCSc2cc(Cl)ccc21	4	-2	-3%	?	-3%	2%	-21%	-1%	0	5
O=C(CNc1ccc2ccccc2c1)N/N=C/c1ccccn1	-16	10	-5%	5%	-3%	-8%	2%	1%	-7	-7
COc1ccc(OC)c(S(=O)(=O)N2CCN(C34CC5CC(CC(C5)C3)C4)CC2)c1	-1	17	4%	?	-2%	1%	0%	-3%	0	-12
CCC(CC)NC(=O)COc1ccc(OC)cc1C=O	-5	0	0%	-1%	2%	0%	-1%	-2%	1	-23
COc1ccc(CC(=O)Nc2cccc(-c3nnc(-c4cccc(C)c4)o3)c2)cc1OC	20	-92*	-3%	?	-6%	13%	0%	-2%	0	5
CCCCNc1cc(=O)n(C)c(=O)n1C	-2	4	-2%	1%	-5%	2%	5%	-2%	2	6
O=C(CN1CCS(=O)(=O)CC1)NNC(=O)C1CCCCC1	-3	24	-12%	4%	5%	2%	2%	0%	2	-2
CCOc1cc(C(=O)NC(C)CCc2ccccc2)cc(OCC)c1OCC (stereo not given)	-5	-11	-4%	2%	-55%	4%	-2%	-3%	-1	-4
COc1cccc(C(=O)OCCN2CCCCC2)c1	8	-11	9%	-2%	7%[46.1 µM]	2%	0%	0%	2	3
O=C(CN1CCOCC1)Nc1ncc(Cc2cccc(Cl)c2Cl)s1	15	2	6%	-20%	1%[46.1 µM]	?	-6%	1%	1	-14
C/C(CC(=O)Nc1ccc(F)cc1)=N\NC(=O)Cc1csc(N)n1	1	-5	-2%	-19%	-2%[46.1 µM]	0%	4%	0%	0	-27
CCOCCCNC(=O)c1ccc2c(c1)ncn2-c1cccc(C)c1	1	-16	1%	0%	-1%	29%	4%	0%	5	-3
CCOC(=O)N1CCN(C(=O)c2ccc3c(c2)NC(=O)/C(=C\c2ccc(OC)c(OC)c2)S3)CC1	-29	-133*	1%	7%	1%	-2%	3%	7%	2	18
COc1ccc(S(=O)(=O)N2CCCCC2)cc1NC(=O)CN(Cc1ccco1)Cc1ccco1	-4	-17	11%	-1%	-2%	/	0%	/	/	13
C/C(=N\N=c1/sc2ccccc2n1C)c1ccc(N2CCOCC2)cc1	-11	-1	-1%	0%	8%	19%	-3%	-2%	1	1

Sorted by value in TSHR antagonist (falling): 3 from the list above
canonical_smiles	TSHR antagonist
COc1ccc(Nc2cc(C)nc3ncnn23)cc1Cl	11
CCOc1ccc(C(=O)CN2C(=O)NC3(CCCCCC3)C2=O)cc1	6
Cc1ccc(C(=O)Nc2ccccc2Oc2ccccc2)cc1[N+](=O)[O-]	-17

Next records:
SMILES	hERG WT inh	TSHR antagonist	AT treatment	Chronic BCR inh	TCR activator	CXXC DNA block	Tb PFK block	GALK inh	Coupling enz	Giardia kill
O=C(CCCCCn1c(=S)[nH]c2ccc(N3CCOCC3)cc2c1=O)NCc1ccccc1	-3	-5	-3%	-11%	10%[46.1 µM]	-1%	4%	/	1	7
COc1ccc(CNC(=O)COC(=O)/C=C/c2ccco2)cc1	-9	7	-6%	0%	-2%	-9%	-5%	11%	-1	-4
COCCNC(=O)c1onc(CSc2ccccc2)c1C(=O)O	-8	-1	8%	?	-3%	0%	1%	-5%	4	-1
CCCNC(=O)Cc1c(C)oc2ccccc12	-14	-1	-6%	?	5%	3%	-13%	/	3	-27
COc1ccc(NC(=O)CC2C(=O)N(Cc3cccs3)C(=S)N2C(C)C)cc1 (stereo not given)	0	17	-2%	?	3%	28%	-3%	-2%	0	-15

Complete entries, looked up by structure:
Shown for `O=C(CCCCCn1c(=S)[nH]c2ccc(N3CCOCC3)cc2c1=O)NCc1ccccc1` → hERG WT inh = -3; TSHR antagonist = -5; AT treatment = -3%; Chronic BCR inh = -11%; TCR activator = 10%[46.1 µM]; CXXC DNA block = -1%; Tb PFK block = 4%; GALK inh = /; Coupling enz = 1; Giardia kill = 7
Shown for `COCCNC(=O)c1onc(CSc2ccccc2)c1C(=O)O` → hERG WT inh = -8; TSHR antagonist = -1; AT treatment = 8%; Chronic BCR inh = ?; TCR activator = -3%; CXXC DNA block = 0%; Tb PFK block = 1%; GALK inh = -5%; Coupling enz = 4; Giardia kill = -1
Shown for `CCCNC(=O)Cc1c(C)oc2ccccc12` → hERG WT inh = -14; TSHR antagonist = -1; AT treatment = -6%; Chronic BCR inh = ?; TCR activator = 5%; CXXC DNA block = 3%; Tb PFK block = -13%; GALK inh = /; Coupling enz = 3; Giardia kill = -27

Compounds were not picked by outcome; any-hit rate near 1.6%.
